PfG6PD inh = PfG6PD (Plasmodium falciparum) enzyme inhibition. PfGluPho enzyme, NADPH resazurin-diaphorase fluorescence. actives 0.78% (n = 350,000). inhibition, % at 20 µM;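 active = inhibition reaching at least a set limit at 20 µM in the primary screen, cut at about 59% in these data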;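 note: 0% = DMSO wells with substrate and 100% = DMSO wells lacking glucose-6-phosphate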
SENP6 inh = blocks the human protease SENP6; Q9GZR1; Recombinant SENP6 catalytic domain, aminoluciferin luminescence; inhibition, % at 10 µM; actives 1.8% (n = 330,000); AID 2599;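 active = inhibition above about 50% at the single tested dose, limit read from the data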;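 note: plate controls were DMSO wells with enzyme for no effect and DMSO wells lacking enzyme for full effect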
Target sequence (Q9GZR1 628-1112 limits assumed): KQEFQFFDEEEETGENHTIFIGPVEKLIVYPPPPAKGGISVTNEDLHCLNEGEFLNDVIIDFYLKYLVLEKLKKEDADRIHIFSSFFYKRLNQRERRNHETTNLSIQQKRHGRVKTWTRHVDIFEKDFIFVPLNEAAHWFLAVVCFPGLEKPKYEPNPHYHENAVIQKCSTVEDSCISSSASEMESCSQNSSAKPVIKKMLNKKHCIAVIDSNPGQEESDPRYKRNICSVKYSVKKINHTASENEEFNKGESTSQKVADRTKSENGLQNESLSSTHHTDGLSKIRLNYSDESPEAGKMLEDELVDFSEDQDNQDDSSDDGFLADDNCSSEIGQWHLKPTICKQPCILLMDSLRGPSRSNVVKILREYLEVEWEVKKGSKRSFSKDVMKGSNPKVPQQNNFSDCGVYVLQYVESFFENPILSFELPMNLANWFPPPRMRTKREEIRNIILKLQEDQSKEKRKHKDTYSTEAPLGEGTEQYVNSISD
SENP1 FRET inh = blocks the human SENP1 SUMO protease catalytic domain | Q9P0U3 | recombinant SENP1 catalytic domain, CyPet-SUMO1-YPet FRET cleavage | inhibition, % at 10 µM | actives 0.21% (n = 360,000) | AID 624204;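 active = inhibition at least 30% at 10 µM, raw YFP signal under a set limit, fluorescence ratio 0.5 to 1.5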;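 note: 0% = enzyme with DMSO and 100% = no enzyme wells; some results filed as inactive read as strong as hits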
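Material – human SENP1 catalytic domain · Input – SENP1 enzyme, 20 pM final · Compound dosing – single concentration of 10 µM compound, 0.5% DMSO final · Timing – enzyme reaction for 50 min at room temperature, dark · Measured by – FRET fluorescence in CFP and YFP emission channels · Control set – no-enzyme wells low, DMSO-plus-enzyme wells high control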
GRIN3A LBD mod = NR3A (human) ligand-binding domain modulation. NR3A LBD differential scanning fluorimetry, Tm shift; 0% = protein alone, 100% = glycine-bound protein. Tm shift relative to glycine control, % at 25 µM. actives 2.5% (n = 340,000). AID 1259313;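 active = melting temperature shift of at least 10% of the positive control shift, at one fixed dose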
ATG4B inh = blocks human ATG4B protease cleavage of LC3 substrate; actives 0.51% (n = 340,000); ATG4B cleavage of LC3-PLA2, NBD-HPC fluorescence, 1 h; inhibition, % at 8.33 µM; in the data active = inhibition above about 40%
Target sequence (Q9Y4P1 whole entry, looked up): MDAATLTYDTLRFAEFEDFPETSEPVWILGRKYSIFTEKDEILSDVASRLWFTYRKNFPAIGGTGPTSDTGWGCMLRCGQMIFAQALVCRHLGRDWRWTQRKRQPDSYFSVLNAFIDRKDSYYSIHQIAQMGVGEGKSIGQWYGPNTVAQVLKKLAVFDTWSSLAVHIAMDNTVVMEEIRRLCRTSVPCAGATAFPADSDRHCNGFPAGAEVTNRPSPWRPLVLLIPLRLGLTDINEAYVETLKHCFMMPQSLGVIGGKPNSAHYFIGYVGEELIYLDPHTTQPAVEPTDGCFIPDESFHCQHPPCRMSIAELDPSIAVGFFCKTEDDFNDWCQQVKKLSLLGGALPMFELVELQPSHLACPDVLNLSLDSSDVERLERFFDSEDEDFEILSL
SENP8 block = blocks human SENP8 cleavage of Nedd8 substrate. Q96LD8. recombinant SENP8, Nedd8 substrate fluorescence. inhibition, % at 20 µM. actives 0.64% (n = 360,000); in the data active = inhibition mostly above about 40%, no sharp cut-off; inactive = mostly below about 27%
Target sequence (Q96LD8 whole entry, looked up): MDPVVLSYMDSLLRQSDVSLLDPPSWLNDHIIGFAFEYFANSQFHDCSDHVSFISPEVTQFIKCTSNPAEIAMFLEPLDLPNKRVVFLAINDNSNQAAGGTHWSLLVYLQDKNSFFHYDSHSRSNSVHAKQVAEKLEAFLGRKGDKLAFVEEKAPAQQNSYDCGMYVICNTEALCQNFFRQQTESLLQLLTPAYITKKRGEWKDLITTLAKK
hIAP activ = human IAP activation. P09923. purified human IAP, CDP-Star luminescence, 30 min; active compounds read high; 1 = vehicle-only enzyme, 0 = enzyme-free background. activation factor at 10 µM. actives 0.16% (n = 330,000). AID 2524;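 active = activation factor of the enzyme at least 2-fold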; note: the source names both 10 and 20 µM as test concentration; values of inactives mirror those of a sister screen read the other way
MPTP inh = permeability transition pore inhibition. actives 1.4% (n = 360,000). AID 602449. isolated mouse mitochondria, Ca2+ swelling absorbance, 30 min. inhibition, % at 10 µM;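 active = inhibition of 50% or more, scaled per plate between neutral and stimulator controls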;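 note: 0% = DMSO wells given calcium and 100% = 1 mM EGTA wells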
The depositor's hits bear a star; · = no result given.

Values run as follows: ATG4B inh | SENP6 inh | hIAP activ | GRIN3A LBD mod | PfG6PD inh | SENP8 block | SENP1 FRET inh | MPTP inh
- Cc1ccccc1CC1(CO)CCCN(Cc2ccc(C#CC(C)(C)O)cc2)C1 (configuration not stated)
→ -8 | -1 | 1 | 0 | 7 | 18 | -10 | 0.6
- Cc1cc(C)nc(NC(=O)c2ccc(C)o2)n1
→ 0 | -9 | 1.1 | 0 | -8 | -11 | -10 | -0.8
- Cc1ccc(C)c(S(=O)(=O)N2CCN(C(=O)c3ccc(OCc4c(C)noc4C)cc3)CC2)c1
→ 2 | 0 | 1 | 0 | -1 | 2 | 4 | -0.8
- O=S(=O)(c1ccccc1Cl)N1CCCC1c1nc(-c2ccccc2Cl)no1 (configuration not stated)
→ 3 | -12 | 1 | 0 | -1 | 8 | 4 | 1.8
- Cc1ccnc(NS(=O)(=O)c2ccc(N3C(=O)C4CCCCC4C3=O)cc2)n1 (configuration not stated)
→ -6 | -18 | 1.1 | 1 | -8 | -2 | -2 | 0.3
- CC(CCc1ccccc1)NC(=O)c1cccs1 (configuration not stated)
→ -4 | -8 | 1.1 | -2 | 4 | 15 | 3 | 2.8
- CC(=O)c1cccc(NC(=O)CSc2nc(N3CCCCC3)nc(N3CCCCC3)n2)c1
→ 3 | -25 | 0.92 | -3 | -6 | 4 | -2 | -1.7
- C=CCNC(=O)c1nc2ccccc2s1
→ -4 | 11 | 1 | 0 | 16 | 7 | 1 | 1.3
- CCOc1ccc(NC(=O)CN(C)C(=O)c2cc(S(=O)(=O)N3CCCCC3)ccc2Cl)cc1OCC
→ 0 | -16 | 1.1 | 6 | -19 | 21 | 2 | 0.4
- COCCCN=C1NN=C(c2cc(C)n(Cc3ccccc3Cl)c2C)CS1
→ -2 | -16 | 1.1 | -3 | 11 | -3 | 0 | 4.3
- COc1cc(OC)cc(C(=O)Nc2ccc(S(=O)(=O)Nc3ncccn3)cc2)c1
→ -5 | -22 | 0.84 | 5 | -17 | -2 | 3 | -2.5
- O=C(N/N=C/c1ccc(OCc2ccccc2)cc1)c1cc[n+](Cc2ccccc2)cc1
→ 20 | 32 | 0.91 | 1 | 10 | 31 | 3 | -1.5
- OCCN1CCOCCN(CCO)CCN(CCO)CC1
→ 8 | -1 | 1.2 | 8 | -12 | 10 | 2 | 1.6
- CCOC(=O)C1CCCN(C(=O)c2ccccc2SCCOC)C1 (configuration not stated)
→ 2 | -9 | 1.1 | 1 | 22 | 10 | -1 | 0.9
- Clc1cccc(Cl)c1CSc1nnc(-c2sccc2-n2cccc2)o1
→ 53* | -11 | 0.98 | 3 | -2 | -3 | 1 | 0.9
- Fc1ccc(NCc2nnc(SCc3nnc(-c4ccccc4)o3)n2Cc2ccccc2)cc1
→ -21 | 6 | 1.2 | 2 | 0 | 7 | 3 | 4.5
- O=C(Oc1cccc2ccccc12)c1ccco1
→ 0 | 1 | 0.93 | -1 | 1 | 24 | 7 | 2.5
- OCCNc1c2ccccc2nc2ccccc12
→ -6 | 1 | 0.84 | -1 | 2 | -405 | -23 | -0.4
- CCNc1nnc(SCC(=O)NC2CCCCCC2)s1
→ -13 | -6 | 1.1 | 1 | 2 | 5 | 2 | -0.7
- Cc1cc2oc(=O)cc(CN3CCCCC3)c2cc1O
→ 7 | -6 | 1 | 0 | -10 | -50 | 0 | 0.5
- Cc1ccc(NC(=O)C/C(N)=N/O)cc1Cl
→ 2 | 5 | 1.1 | 6 | 8 | -20 | -38 | 36
- COc1ccc(/C=N/NC(=O)CC#N)cc1Oc1nc(Cl)ncc1F
→ 2 | 5 | 1 | 0 | -1 | 12 | 0 | -0.5
- CCCOc1ccc(C(=O)NC(=S)N2CCN(c3ncc4c(=O)c(C(=O)O)cn(CC)c4n3)CC2)cc1
→ · | · | · | · | 15 | -102 | 0 | 1.1
- Cc1nn(Cc2ccc(C(=O)Nc3ccccc3F)cc2)c(C)c1Cl
→ 6 | -3 | 1.1 | -2 | 3 | 2 | 1 | 1.9
- N#Cc1ccccc1S(=O)(=O)N1CCN(C(=O)CCc2ccccc2)CC1
→ -6 | -6 | 0.97 | -2 | -12 | 14 | -1 | 0.2
- NNC(=O)c1ccc(Cn2cc(Cl)cn2)cc1
→ 4 | 7 | 1.1 | -1 | 1 | 13 | 2 | 0.7
- CC(OC(=O)CNC(=O)c1ccccc1F)C(=O)Nc1nc(-c2ccccc2)cs1 (configuration not stated)
→ -7 | -17 | 0.86 | -36 | -11 | 13 | 3 | 0.7
- COc1ccc(CN(C)c2ccc(S(=O)(=O)N3CCN(C)CC3)cc2[N+](=O)[O-])cc1OC
→ -15 | -12 | 0.94 | -3 | 0 | 23 | 1 | 97*
- CN1C(=O)C(C)(C)c2cc(S(=O)(=O)N3CCCCCC3)ccc21
→ -12 | -6 | 0.85 | 0 | -1 | 8 | 2 | 0.6
- O=C(CCC(=O)NNc1nc2ccccc2c2nc(-c3ccccc3)nn12)NCCCN1CCCC1=O
→ 4 | -8 | 1.1 | 0 | 25 | 11 | 1 | 0.2

In the list so far, these contain an aryl methoxy group:
Values run as follows: ATG4B inh | SENP6 inh | hIAP activ | GRIN3A LBD mod | PfG6PD inh | SENP8 block | SENP1 FRET inh | MPTP inh
- COc1cc(OC)cc(C(=O)Nc2ccc(S(=O)(=O)Nc3ncccn3)cc2)c1
→ -5 | -22 | 0.84 | 5 | -17 | -2 | 3 | -2.5
- COc1ccc(/C=N/NC(=O)CC#N)cc1Oc1nc(Cl)ncc1F
→ 2 | 5 | 1 | 0 | -1 | 12 | 0 | -0.5
- COc1ccc(CN(C)c2ccc(S(=O)(=O)N3CCN(C)CC3)cc2[N+](=O)[O-])cc1OC
→ -15 | -12 | 0.94 | -3 | 0 | 23 | 1 | 97*

The list continues:
Values run as follows: ATG4B inh | SENP6 inh | hIAP activ | GRIN3A LBD mod | PfG6PD inh | SENP8 block | SENP1 FRET inh | MPTP inh
- CNC(=O)c1cc2c(ccc3ccccc32)o1
→ 3 | -5 | 1.1 | -1 | -3 | -162 | 0 | -0.2
- CCC(C)[C@H](NC(=O)Nc1ccc(S(N)(=O)=O)cc1)C(=O)O (some centres not stated)
→ -4 | -19 | 1.1 | 7 | -4 | 10 | 0 | 0.4
- OCCCn1c(C(CO)Nc2nc(-c3ccc(Cl)cc3)cs2)nc2ccccc21 (configuration not stated)
→ -14 | -23 | 1.2 | -1 | 22 | -5 | -5 | -0.5
- CCOCC(=O)Nc1ccc(-c2cn3cccnc3n2)cc1
→ -1 | 13 | 1 | -2 | -7 | -285 | -4 | 10
- O=C(NCCCc1ccccc1)N1CCOCC1
→ -4 | 5 | 1 | 1 | -8 | 1 | 2 | 0.1
- CCOC(=O)Cc1cc(=O)[nH]c(/N=C(\N)Nc2ccc(OC)cc2)n1
→ 4 | -11 | 1.4 | 1 | -1 | 20 | 1 | 0.7
- COc1ccc(-c2cc(C(=O)NCCN3CCOCC3)c3cc(C(C)C)ccc3n2)cc1
→ -6 | -21 | 1.1 | 0 | 33 | -350 | -2 | -2.7
- CCOc1ccc2nc(SC3CC(=O)N(c4ccc(OC)cc4)C3=O)sc2c1 (configuration not stated)
→ -1 | -17 | 0.83 | -15 | -4 | -2 | 1 | 4.8
- Cc1ccc(Oc2ccc(C(=O)NCc3ccncc3)cc2)cc1
→ 0 | · | · | -6 | -3 | -5 | -2 | 88*
- O=C(/C=C/c1ccccc1Cl)N1CCOCC1
→ 5 | 5 | 1.2 | 0 | 18 | 14 | -4 | 0.1
- Cc1ccc(C2(O)CN(c3ccccc3C)C3=[N+]2CCS3)cc1 (configuration not stated)
→ -2 | 3 | 0.95 | -3 | 13 | 16 | -2 | -1.0
- CCC(=O)Nc1ccc(SC#N)cc1C
→ -1 | -28 | 1.1 | -1 | 4 | -10 | 2 | 0.6
- COc1ccc(F)cc1CN1CCN(C(=O)c2ccc(S(=O)(=O)N3CCCCCC3)cc2)CC1
→ 1 | · | · | 0 | 6 | 1 | -3 | -2.1
- Cc1sc2ncnc(NCC(O)c3ccccc3)c2c1C (configuration not stated)
→ 8 | 4 | 0.96 | -2 | -3 | 8 | -2 | 69*
- S=c1nc(-c2csc3c2CCCC3)[nH][nH]1
→ 9 | -17 | 1.1 | -15 | 8 | -10 | 2 | -0.3

Entries listed above that bear a hit mark in ATG4B inh:
mol,ATG4B inh,SENP6 inh,hIAP activ,GRIN3A LBD mod,PfG6PD inh,SENP1 FRET inh,MPTP inh
Clc1cccc(Cl)c1CSc1nnc(-c2sccc2-n2cccc2)o1,53*,-11,0.98,3,-2,1,0.9

New compounds follow:
Values run as follows: ATG4B inh | SENP6 inh | hIAP activ | GRIN3A LBD mod | PfG6PD inh | SENP8 block | SENP1 FRET inh | MPTP inh
- CC(=O)Nc1ccc(NC(=O)c2cc(-c3cc(C)cc(C)c3O)n[nH]2)cc1
→ -19 | -19 | 1.6 | 35* | -4 | 17 | 3 | 1.1
- O=C(N/N=C/c1cccs1)c1cc(C2CC2)nc2ccccc12
→ -3 | -2 | 1 | -2 | -1 | 0 | 1 | 3.3
- Cc1ccc(C(=O)N/C(=C\c2cccs2)c2nc3ccccc3[nH]2)cc1
→ 5 | 3 | 1 | 5 | 2 | -342 | -3 | -1.7
- O=C(CSc1ccc([N+](=O)[O-])cn1)Nc1nccs1
→ -6 | -2 | 1.1 | 0 | 31 | 10 | 3 | -1.4
- CCNC(=O)Nc1ccc(-n2nc(C)c(C(=O)OCC)c2C)nc1
→ 5 | -11 | 1.1 | -4 | -10 | 3 | 0 | 2.2
- Cc1ccc(NC(=O)CSC2=C(C#N)C(c3ccco3)C3=C(CC(C)(C)CC3=O)N2)cc1 (configuration not stated)
→ -16 | 30 | 1 | -1 | 12 | -30 | -17 | 16
- C=CC[C@@H](Cc1ccc(F)cc1)C(=O)OC[C@H]1CCCN1C(=O)[C@@H](CC=C)CC(=O)N[C@@H](CO)Cc1ccccc1
→ -10 | -2 | 0.87 | 0 | 14 | 5 | 0 | 0.2
- COc1ccc(C(CNC(=O)Nc2ccc(Cl)cc2)N2CCN(C)CC2)cc1 (configuration not stated)
→ 1 | -13 | 1.1 | 0 | 4 | 9 | 0 | -0.7
- Cc1nn(C)c(C)c1CN(C)C(=O)c1nn2c(c1Br)NC(c1cccs1)CC2C(F)(F)F (configuration not stated)
→ -7 | 1 | 1.3 | -1 | 9 | 8 | -2 | -14
- O=C(NCCN1CCOCC1)C1CCN(S(=O)(=O)N2CCCCC2)CC1
→ -4 | -14 | 0.98 | 1 | -15 | 1 | 0 | -0.6
- COc1cccc(/C=C/C(=O)Nc2ccc(OC)nc2)c1
→ -4 | 7 | 1 | 1 | 17 | 5 | -6 | 0.2
- CC1CC(C)CN(CC(=O)c2c[nH]c3ccccc23)C1 (configuration not stated)
→ -7 | -18 | 1 | -1 | 1 | -3 | 13 | -0.6
- CCOc1ccc(CCNC(=O)CCCn2c(=O)c3cccn3c3cccnc32)cc1OCC
→ 4 | 5 | 1.1 | 2 | 0 | -20 | -5 | 0.3
- CCn1c(C)nc2cc(N)ccc21
→ -7 | 0 | 0.97 | 0 | 22 | 25 | 4 | 0.6
- CC(C(=O)Nc1ccc(C#N)cc1)N(C)CC(=O)N(C)c1c(N)n(Cc2ccccc2)c(=O)[nH]c1=O (configuration not stated)
→ 4 | -6 | 1.1 | -1 | 5 | 11 | 0 | -1.4
- CCOC(=O)CSC1=NC(=O)/C(=C/c2ccc(OC)cc2)S1
→ -3 | 77* | 1 | -15 | 45 | 12 | -15 | 3.4
- COc1cccc(-c2csc(/C(C#N)=C/Nc3cc4oc5ccccc5c4cc3OC)n2)c1
→ -2 | -8 | 0.9 | 1 | -1 | -172 | -34 | 1.0
- COCCN(C(=O)COC(=O)CCS(=O)(=O)c1ccccc1)c1c(N)n(Cc2ccccc2)c(=O)[nH]c1=O
→ 1 | 6 | 0.94 | -1 | -12 | -19 | -2 | -0.1
- Cc1nnc(SC(C)C(=O)Nc2ccc3c(c2)OCCO3)s1 (configuration not stated)
→ -4 | 2 | 1.2 | 0 | -3 | -35 | -2 | 0.5

Bioassay records deposited in PubChem by Sanford-Burnham Center for Chemical Genomics.
